Assay outcomes deposited in PubChem BioAssay by several laboratories.
Dengue-2 NS5 capping – Dengue-2 NS5 methyltransferase inhibitors, primary screen, biochemical, confirmation dose response (AID 588689); Dengue-2 NS5 methyltransferase capping enzyme assay, biochemical; higher % means a stronger effect; one-dose inhibition, % at 25 µM; IC50 in µM for titrated hits; 340,000 tested, 0.3% active; in the data active = a potency from the dose series
Hep lipid drop – modulators of hepatic lipid droplet formation | AML12 mouse hepatocytes, oleate lipid droplets, BODIPY imaging | inhibition, % at 6.5 µM | 240,000 tested, 0.4% active;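 active = lipid droplet intensity inhibited by at least 50%, with more than 500 cells counted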
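Technique: fluorescence imaging, 20x objective, two fields per well / Assay system: AML12 hepatocytes (mouse) / Measure: % inhibition of lipid droplet signal / Doses: 6.5 µM single-point dosing / Incubation: overnight exposure / Reagent: 100 µM oleic acid challenge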
LYP phosphatase – inhibitors of LYP phosphatase, biochemical, fluorescence intensity, uHTS (AID 1779); recombinant LYP phosphatase, fluorescence intensity; higher % means a stronger effect; one-dose inhibition, % at 11.5 µM; IC50 in µM for titrated hits; 290,000 tested, 0.054% active;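 also: plate controls were vehicle with enzyme for no effect and no enzyme for full effect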
SIAH1 antagonists – blockers of Siah-1 interaction with plectin peptide – biochemical, fluorescence polarization, rhodamine-plectin, uHTS, primary screen (AID 1817) | Siah-1 / rhodamine-plectin peptide fluorescence polarization; higher % means a stronger effect | one-dose displacement, % at 20 µM; IC50 in µM for titrated hits | 290,000 tested, 0.02% active;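 active = displacement of at least 50% at 20 µM, with a fluorescence ratio check between 0.3 and a set limit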;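 also: plate controls were Siah plus tracer with DMSO for no effect and tracer alone without Siah for full effect; strong numbers were not always called active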
AID2073 – inhibitors of Mint1-CaV2.2 protein interaction, biochemical, HTRF (AID 2073) | HTRF protein-protein interaction, Mint1-CaV2.2; higher % means a stronger effect | inhibition, % at 20 µM; hits with a dose series show IC50 in µM | 290,000 tested, 0.19% active; in the data active = inhibition mostly above about 51%, no sharp cut-off; also: some results filed as inactive read as strong as hits
XIAP displacement – small molecules displacing peptide from XIAP – biochemical, IAP family, fluorescence polarization (AID 1018) | 200,000 tested, 0.007% active | displacement, % at 20 µM; hits with a dose series show IC50 in µM | XIAP BIR domain, fluorescence polarization peptide displacement; higher % means a stronger effect; in the data active = displacement above about 50%; also: a part of the inactive calls stands beside numbers as strong as those of hits
NOD2 inhibition – NOD2 signaling inhibitors, cell-based, luminescence, uHTS, HEK293 (AID 1566); HEK293 NOD2/NF-kB luciferase reporter, luminescence; higher % means a stronger effect; one-dose inhibition, % at 4 µM; EC50 in µM for titrated hits; 290,000 tested, 0.63% active; also: many of its hits are not listed in these tables
HIV peptide binding – cell-free HIV fusion peptide-binding blockers – biochemical, uHTS, fluorescence dequenching, primary screen (AID 1986); cell-free peptide binding, fluorescence dequenching, 30 min; higher % means a stronger effect; inhibition, % at 20 µM; hits with a dose series show IC50 in µM; 290,000 tested, 0.3% active; in the data active = inhibition mostly above about 52%, no sharp cut-off; inactive = mostly below about 76%; also: some results filed as inactive read as strong as hits
Myeloid diff 2 – myeloid differentiation induction. ER-HoxA9 myeloid progenitors, lysozyme-GFP differentiation, flow cytometry. 360,000 tested, 1% active. calls only at 10 µM. AID 624256;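 active = normalized GFP-positive differentiation at or above the plate's own cutoff, the solvent-only control mean plus 3 SD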;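 also: cells exposed to compound for four days before flow analysis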
Hep lipid drop cells 6.5 µM – recorded beside Hep lipid drop, whose call it bears; cell count; measured here: cell count, cytotoxicity flag;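 cells counted across two imaged fields per well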
Dengue-2 NS5 capping pilot replicate – recorded beside Dengue-2 NS5 capping, whose call it bears; inhibition, %; measured here: pilot screen replicate inhibition
Myeloid diff 2 GFP+ MAC1+ % – second read-out of Myeloid diff 2, no call of its own (marks repeat the call); GFP+ MAC1+ double positive, %; measured here: differentiation confirmed by MAC1 staining
* = called active by the depositor; i = inactive; . = not tested or not shown. Rule as the data show it, unless noted: active = inhibition above about 50%; inactive = the rest.

SMILES | Dengue-2 NS5 capping | Hep lipid drop | Hep lipid drop cells 6.5 µM | LYP phosphatase | SIAH1 antagonists | AID2073 | XIAP displacement | NOD2 inhibition | HIV peptide binding | Myeloid diff 2 | Myeloid diff 2 GFP+ MAC1+ % | others
CCOC(=O)c1cc([N+](=O)[O-])sc1N | -0.8% | 14.6 | 703 | -2.7% | 7.4% | 21.4% | 0.9% | 15.7% | 2.0% | i | 0.4
C[C@H](NC(=O)[C@H](Cc1ccccc1)NC(=O)c1cc2cc(Cl)ccc2n1C)C(=O)O | -4.6% | -3.9 | 797 | -5.3% | 3.1% | 19.9% | . | 6.4% | 18.0% | i | 0.6
CCCCOc1ccc(Cl)cc1CSc1nnc(C)n1N | -4.8% | -3.1 | 686 | -10.4% | 7.7% | -4.8% | -0.4% | -0.9% | 2.1% | i | 9.9
Cc1cc(C)c(C(=O)c2ccc(C(=O)N(C(C)C)C(C)C)cc2)c(C)c1 | -6.2% | -29.0 | 797 | -0.5% | -5.2% | 11.1% | -6.8% | 0.6% | -3.4% | i | 1.1
CCCC(=O)NC(=S)N1CCN(c2ccc([N+](=O)[O-])cc2)CC1 | 6.5% | 3.1 | 610 | 5.4% | -0.1% | -5.5% | -9.5% | -1.8% | 3.8% | i | 0.6
CN1CCN(C(=O)c2cc(=O)c3cc(Cl)ccc3o2)CC1 | -2.6% | 6.1 | 820 | -3.3% | 1.9% | 14.0% | . | -4.2% | 2.2% | i | 0.8
CC(C)NS(=O)(=O)c1ccc(CCC(=O)N2CCCCC2)cc1 | 0.0% | 0.5 | 679 | -9.8% | 10.1% | -1.1% | 0.2% | 8.8% | 1.6% | i | 0.2
Cc1cc(C)c(S(=O)(=O)N2CCN(C)CC2)c(C)c1 | 1.6% | . | . | -2.5% | 1.0% | -1.9% | -0.8% | -3.2% | 5.4% | i | 9.6
CN(C)/C=N/c1nc(Sc2ccc(C(F)(F)F)cc2[N+](=O)[O-])n[nH]1 | -6.2% | 8.0 | 763 | 2.9% | -2.3% | 7.5% | . | 6.5% | 2.0% | i | 0.6
CCCCOc1cccc(C(=O)NNC(=S)NC2CCCCC2)c1 | -6.9% | 2.2 | 713 | 6.4% | -5.8% | -19.6% | -0.3% | 12.9% | 5.5% | i | 0.7
N#CC1=C(N)Oc2cc(O)ccc2C1c1cccs1 (centres undefined) | -30.9% | . | . | -1.6% | 1.3% | -1.1% | -4.3% | 5.1% | 0.6% | i | 0.3
CCCCC(CC)C(=O)Nc1ccc(Nc2ccccc2)cc1 (centres undefined) | 0.7% | 7.4 | 573 | -9.9% | -2.3% | -8.1% | 1.1% | 2.8% | -2.2% | i | 0.3
CCCN1CCC(NC(=O)Cc2ccc(C)cc2)CC1 | -4.6% | -4.4 | 790 | -5.0% | -0.7% | 4.7% | . | 1.8% | 0.5% | i | 0.6
COc1cccc(N2CCN(C3OC(=O)c4ccccc43)CC2)c1 (centres undefined) | 2.2% | 7.9 | 787 | -5.3% | 1.5% | -11.7% | -0.2% | 9.4% | 2.0% | i | 0.6
NC(=O)c1cc(S(=O)(=O)N2CCCC2)ccc1OCc1ccc(F)cc1 | -5.1% | 6.1 | 804 | -3.7% | 1.5% | -4.6% | . | 15.0% | -0.9% | . | .
CSC1=NSC2=NC(=O)/C(=C\c3cccs3)C(=N)N12 | 0.0% | . | . | 0.6% | 2.3% | 6.0% | -5.5% | -80.4% | 45.4% | i | 2.0
[O-]/C(=C(\C(=S)Nc1cccc2ccccc12)[n+]1cccc(CO)c1)c1ccc(Cl)s1 | 17.4% | 4.8 | 688 | -1.5% | -3.9% | 24.7% | -5.0% | 9.2% | 6.4% | i | 0.2
COc1ccc(C(=O)N2CCCC(Nc3ccc(F)cc3)C2)cc1F (centres undefined) | -0.7% | 16.8 | 800 | -7.1% | -1.8% | -7.6% | . | 6.0% | 0.4% | i | 1.5
O=C(COC(=O)CCSc1ccccc1Cl)NCc1ccco1 | -5.9% | -13.4 | 707 | 0.0% | 4.5% | 4.1% | -1.9% | -4.6% | -0.4% | i | 0.2
CCOc1ccc(C2NC(=O)C(C#N)=C(S)N2c2ccc(C)cc2)cc1OC (centres undefined) | 0.8% | -2.3 | 797 | -2.0% | -4.3% | -23.9% | -5.7% | 11.0% | -0.3% | i | 0.8
CCN1CCN(C(CNS(=O)(=O)c2ccc(Cl)cc2)c2cccnc2)CC1 (centres undefined) | 1.9% | -0.8 | 835 | -5.6% | 1.4% | 4.4% | . | 4.9% | 0.1% | i | 0.7
O=C(CSc1nnc(NC(=O)c2c(F)cccc2F)s1)NC1CCCCC1 | -1.6% | -5.7 | 749 | -6.7% | 1.2% | 8.3% | . | 1.1% | -1.0% | i | 0.7
Cc1cc(C)cc(NC(=O)COC(=O)[C@@H](NC(=O)c2ccco2)C(C)C)c1 | -4.4% | -1.0 | 700 | -5.0% | 19.9% | 10.6% | -1.6% | 20.4% | 2.2% | i | 0.6
Cc1nc(NCCO)c2nnn(Cc3ccccc3F)c2n1 | -4.1% | 3.2 | 715 | -0.4% | 5.0% | 12.1% | -1.6% | 15.0% | 0.2% | i | 0.7
COCCCNC(=S)NNC(=O)c1ccc(S(=O)(=O)N2CCC(C)CC2)cc1 | 0.0% | 6.0 | 755 | -2.8% | 12.5% | -10.4% | 17.3% | 8.6% | -2.1% | i | 0.0
S=C1NC[C@H](Cc2ccccc2)N1CCc1cccc2ccccc12 | -1.6% | -0.7 | 713 | 0.4% | 14.5% | 4.2% | . | 13.6% | 0.4% | i | 2.2
Cc1nnc(NC(=O)CSc2nnc(CNC(=O)c3ccccc3)n2-c2ccccc2)s1 | -2.1% | -3.5 | 715 | -3.3% | -3.4% | -2.1% | -6.0% | -1.2% | 0.8% | i | 2.3
O=C(Cc1ccc2c(c1)CCCC2)Nc1ccccc1Cl | -8.6% | . | . | -3.3% | 0.6% | -26.2% | -4.5% | -14.4% | -6.0% | i | 2.0
NC(=O)c1cc(Br)cc2c3c([nH]c12)CCCC3 | 0.0% | . | . | -3.4% | -2.7% | -6.2% | -21.0% | 14.7% | -4.6% | i | 1.0
O=C(CSc1nnc(-c2ccc(S(=O)(=O)N3CCCC3)cc2)o1)NCc1ccccc1 | -9.7% | 2.3 | 691 | -2.9% | -4.2% | 10.5% | -3.5% | -8.5% | 4.7% | i | 1.0
CC(NC(=O)Cc1c(F)cccc1Cl)C1CCCO1 (centres undefined) | 5.6% | 6.6 | 829 | -8.2% | 1.8% | -3.2% | -0.3% | -9.5% | 2.7% | i | 10.6
COc1ccc(S(=O)(=O)NCCCCOc2ccc(Cl)cc2)cc1 | -7.5% | -18.1 | 842 | -4.3% | -7.4% | 11.5% | . | 37.5% | 1.0% | i | 0.7
Cn1cc(Cl)c(C(=O)OCC(=O)Nc2nc(-c3ccc(Br)cc3)cs2)n1 | -4.0% | -0.8 | 688 | -0.5% | -2.0% | 5.7% | -4.4% | -29.7% | -1.7% | i | 1.8
CCn1c(SCC(=O)Nc2ccc(S(=O)(=O)Nc3onc(C)c3C)cc2)nnc1-c1ccccc1 | -8.8% | 1.7 | 840 | -5.0% | -1.7% | -4.9% | -4.9% | -2.1% | 0.3% | i | 6.3
Cc1cc(=O)[nH]c(SCCc2ccccc2)n1 | -6.6% | -6.0 | 757 | -6.3% | 7.8% | 9.0% | . | 19.4% | -0.4% | i | 0.4 | Dengue-2 NS5 capping pilot replicate=-3.1
COc1ccccc1CNC(=O)CCC(=O)N1CCOc2ccc(Cl)cc21 | -0.7% | -1.0 | 708 | -3.4% | 0.2% | 14.4% | . | 9.8% | 1.4% | i | 2.6
COCCCNC(=S)NNC(=O)c1cccnc1 | -4.8% | -1.1 | 789 | -5.8% | 2.9% | -37.0% | -21.2% | 12.3% | -3.5% | i | 0.9
Cc1ccc(-c2c(C)sc3ncn(CC(=O)N4CCOCC4)c(=O)c23)cc1C | -6.2% | -3.1 | 670 | -8.0% | 9.5% | 3.7% | . | 18.5% | -1.9% | i | 0.6
S=C(Nc1ccccc1)N1CCCN1c1ccccc1 | -3.1% | -3.9 | 667 | 0.2% | 3.7% | -28.0% | . | -2.0% | -1.7% | i | 1.0
Cc1ccc(OCC(=O)N2c3ccccc3CC2C)c([N+](=O)[O-])n1 (centres undefined) | 6.3% | 3.9 | 661 | 5.1% | 3.3% | -6.7% | -8.8% | -3.2% | -1.2% | i | 0.2
COc1ccc(Cc2nnc(Nc3ccc(C)cc3)o2)cc1OC | -1.6% | 10.8 | 695 | -8.8% | 2.8% | 2.3% | . | 18.7% | -0.4% | i | 0.5
O=C(Nc1nnc(-c2cccs2)o1)c1ccc(S(=O)(=O)N2CCOCC2)cc1 | 0.0% | -1.5 | 673 | 4.2% | 3.9% | 0.1% | -1.6% | 39.7% | 3.8% | i | 0.3
Cc1ccc(C(=O)CSc2ccc(-c3ccncc3)nn2)cc1 | -6.2% | 2.3 | 691 | 1.7% | 23.0% | 5.8% | -6.5% | 6.0% | 64.5% | i | 0.5
CCOC(=O)C1CCN(C(C)=C2C(=O)c3ccccc3C2=O)CC1 | 1.6% | 0.4 | 777 | -8.9% | -4.4% | -4.4% | -1.4% | -7.8% | -1.3% | i | 0.5
N/C(=N\NC(=O)c1sccc1OCc1ccc(Cl)cc1Cl)c1ccccn1 | -1.6% | 0.1 | 424 | -3.5% | -11.5% | -13.8% | -4.1% | -119.8% | 2.9% | i | 0.0
COc1ccc(OCc2nnc(NC(=O)Nc3ccccc3F)s2)cc1 | 2.3% | 12.4 | 632 | -2.3% | 11.1% | 13.1% | . | 3.4% | 1.5% | i | 0.3

5 structures already listed, ordered by length of the SMILES, high to low:
SMILES | Dengue-2 NS5 capping | Hep lipid drop | Hep lipid drop cells 6.5 µM | LYP phosphatase | SIAH1 antagonists | AID2073 | XIAP displacement | NOD2 inhibition | HIV peptide binding | Myeloid diff 2 | Myeloid diff 2 GFP+ MAC1+ % | others
Cc1ccc(OCC(=O)N2c3ccccc3CC2C)c([N+](=O)[O-])n1 (centres undefined) | 6.3% | 3.9 | 661 | 5.1% | 3.3% | -6.7% | -8.8% | -3.2% | -1.2% | i | 0.2
N/C(=N\NC(=O)c1sccc1OCc1ccc(Cl)cc1Cl)c1ccccn1 | -1.6% | 0.1 | 424 | -3.5% | -11.5% | -13.8% | -4.1% | -119.8% | 2.9% | i | 0.0
CCOC(=O)C1CCN(C(C)=C2C(=O)c3ccccc3C2=O)CC1 | 1.6% | 0.4 | 777 | -8.9% | -4.4% | -4.4% | -1.4% | -7.8% | -1.3% | i | 0.5
Cc1ccc(C(=O)CSc2ccc(-c3ccncc3)nn2)cc1 | -6.2% | 2.3 | 691 | 1.7% | 23.0% | 5.8% | -6.5% | 6.0% | 64.5% | i | 0.5
COc1ccc(Cc2nnc(Nc3ccc(C)cc3)o2)cc1OC | -1.6% | 10.8 | 695 | -8.8% | 2.8% | 2.3% | . | 18.7% | -0.4% | i | 0.5

Only part of the results is shown; count on the stated rates, not on these rows.
